OX1R antag: antagonists of human orexin 1 receptor (OX1R); Orexin/Hypocretin receptor type 1 (Homo sapiens), O43613; OX1R-expressing cells, FRET antagonist read-out; inhibition, % at 6.6 µM; 1.8% of 330,000 active; in the data active = inhibition mostly above about 38%, no sharp cut-off; inactive = mostly below about 40%;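 also: 0% = agonist challenge alone and 100% = reference antagonist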
Target sequence (O43613 whole entry, looked up): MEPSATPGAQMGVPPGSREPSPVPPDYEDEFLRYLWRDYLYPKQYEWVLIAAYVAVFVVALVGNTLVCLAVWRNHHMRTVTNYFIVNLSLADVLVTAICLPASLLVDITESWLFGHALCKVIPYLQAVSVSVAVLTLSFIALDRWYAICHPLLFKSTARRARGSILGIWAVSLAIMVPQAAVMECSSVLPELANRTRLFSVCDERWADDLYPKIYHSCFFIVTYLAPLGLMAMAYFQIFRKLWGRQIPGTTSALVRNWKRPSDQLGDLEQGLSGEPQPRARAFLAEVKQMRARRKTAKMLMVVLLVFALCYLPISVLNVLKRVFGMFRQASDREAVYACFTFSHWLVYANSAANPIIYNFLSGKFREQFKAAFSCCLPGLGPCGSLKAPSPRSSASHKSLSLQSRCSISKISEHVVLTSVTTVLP
STK33 kinase inh: inhibitors of purified STK33 kinase, primary screen, biochemical, ADP-Glo luminescence, homogeneous, cell-free; Serine/threonine-protein kinase 33 (Homo sapiens), Q9BYT3; MBP phosphorylation; inhibition, % at 10 µM; 0.073% of 320,000 active; AID 2661, 2010;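 active = inhibition at or above 25%, using the most active replicate where run in duplicate; inactive = inhibition below 25%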
Target sequence (Q9BYT3 whole entry, looked up): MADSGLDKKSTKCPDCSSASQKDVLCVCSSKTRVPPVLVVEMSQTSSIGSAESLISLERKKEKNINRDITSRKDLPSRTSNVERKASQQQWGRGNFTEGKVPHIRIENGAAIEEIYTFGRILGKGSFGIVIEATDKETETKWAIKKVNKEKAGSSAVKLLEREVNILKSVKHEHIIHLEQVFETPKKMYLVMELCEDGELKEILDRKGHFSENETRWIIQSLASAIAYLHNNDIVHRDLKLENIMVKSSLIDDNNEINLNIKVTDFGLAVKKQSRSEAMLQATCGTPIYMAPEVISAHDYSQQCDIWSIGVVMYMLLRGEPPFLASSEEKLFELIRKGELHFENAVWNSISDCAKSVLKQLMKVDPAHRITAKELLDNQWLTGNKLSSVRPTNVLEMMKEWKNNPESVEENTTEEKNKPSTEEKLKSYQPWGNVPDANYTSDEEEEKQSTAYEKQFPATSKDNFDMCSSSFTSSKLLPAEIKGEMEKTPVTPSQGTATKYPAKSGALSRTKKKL
Starred values were filed as active, the others as inactive; nt = not tested or not shown.

nr	OX1R antag	STK33 kinase inh	SMILES
1	2	-1.9	Cc1ccc(N(CC(N)=O)C2SC(=O)N(Cc3cccc(C(=O)O)c3)C2=O)cc1 (stereo unspecified)
2	14	0.0	COc1ccc(-c2cc(C(=O)Nc3c(C)n(C)n(-c4ccccc4)c3=O)c3ccccc3n2)c(OC)c1
3	13	0.0	COC(=O)[C@@H]1C[C@@]2(O)[C@@H](O)[C@@H](O)[C@@H](O)C[C@H]2N1CC1CCCCC1
4	5	-0.1	CCOC(=O)c1c(S(=O)(=O)NCCc2ccco2)c(C)n(C)c1C
5	-2	0.3	CCOC(=O)COc1c(Br)cc(C2NC(=O)NC(C)=C2C(C)=O)cc1OC (stereo unspecified)
6	26	-2.7	CC(=O)c1cc(F)c(N2CCOCC2)cc1C
7	6	0.4	CCc1ccc(-c2cn3nc(C)c(C)nc3n2)cc1
8	10	-0.5	Cc1ccc2nc3c(cc2c1)c(NS(=O)(=O)c1ccccc1)nn3CC(C)C
9	8	0.0	O=C(CCC(=O)N1CCN(c2ccccn2)CC1)c1cccs1
10	13	-0.2	Cn1cc(CNC(=O)C23CC4CC(CC(C4)C2)C3)cn1
11	11	-2.0	Cc1ccc(NC(=O)CSC2=C(C#N)C(c3ccc4c(c3)OCO4)CC(=O)N2)cc1C (stereo unspecified)
12	-12	-1.2	COc1ccc(C2=[N+]([O-])C(C)(C)N(O)C2(C)C)cc1
13	4	0.0	COc1ccc(NC(=O)CN2CCN(S(=O)(=O)N(C)C)CC2)cc1
14	15	1.3	COc1cc(C(=S)N2CCCC2)cc(OC)c1O
15	13	1.0	O=C1C=C(c2ccc(CO)cc2)C[C@@H](c2ccc3c(c2)OCO3)C1
16	69	0.1	CCOC(=O)c1cccc(NC(=O)CCS(=O)(=O)c2cccc3nsnc23)c1
17	22	-1.7	O=C1CCC(C(=O)N2CCC(CO)CC2)CN1Cc1ccc(Cl)cc1 (stereo unspecified)
18	27	-0.5	CC1(C)Cc2nc3sc4c(N(CCO)CCO)ncnc4c3cc2CO1
19	15	nt	Fc1ccc(Cn2nnnc2CN2CCN(C3CCCC3)CC2)cc1
20	1	-0.8	COc1ccc(C2C(C(=O)N3CCOCC3)CCC(=O)N2c2cc(OC)c(OC)c(OC)c2)cc1 (stereo unspecified)

Fetched by structure from above:
nr	OX1R antag	STK33 kinase inh	SMILES
8	10	-0.5	Cc1ccc2nc3c(cc2c1)c(NS(=O)(=O)c1ccccc1)nn3CC(C)C
3	13	0.0	COC(=O)[C@@H]1C[C@@]2(O)[C@@H](O)[C@@H](O)[C@@H](O)C[C@H]2N1CC1CCCCC1
14	15	1.3	COc1cc(C(=S)N2CCCC2)cc(OC)c1O
13	4	0.0	COc1ccc(NC(=O)CN2CCN(S(=O)(=O)N(C)C)CC2)cc1

More compounds follow.
nr	OX1R antag	STK33 kinase inh	SMILES
21	9	-0.1	Cc1nc(N2CCN(c3ccccc3)CC2)nc2c1C(=O)CCC2
22	6	-1.3	O=C(COc1cc(Cl)c(Cl)cc1Cl)Nn1cnnc1
23	15	-0.7	COCCCn1c(=O)c2sccc2n2c(CCCC(=O)NCc3cccc(OC)c3)nnc12
24	11	-2.1	CC(=O)c1ccc(N(CC(=O)NC2CCCCC2)C(=O)c2csnn2)cc1
25	2	-1.0	CSc1nc(N2CCN(c3ccccc3)CC2)cc(N2CCN(c3ccccc3)CC2)n1
26	0	1.1	Cc1cc(C)c(C(=O)Nc2ccccc2)c(CC(C)(C)C(=O)O)c1
27	20	-0.6	CCC(c1nnnn1C1CCCC1)N1CCN(c2ccccc2F)CC1 (stereo unspecified)
28	2	-0.3	Cc1c(F)cccc1NS(=O)(=O)c1ccc2c(c1)n(C)c(=O)c(=O)n2C
29	nt	-1.3	CC(=O)c1cccc(NC(=O)CN2CCN(Cc3ccccc3)CC2)c1
30	36	-0.5	Cc1cccc(NS(=O)(=O)c2cc(C(=O)OCC(=O)Nc3cc(C)on3)ccc2C)c1
31	5	-0.6	COc1ccc(-n2c(C)c(C(C)=O)c(C(C)=O)c2C)cc1OC
32	14	-0.1	COc1cc2c(cc1OC)C(C)N(C(=O)C(NC(=O)c1ccccc1)C(C)C)CC2 (stereo unspecified)
33	5	0.8	COc1ccc(OC(=O)Nc2ccc([N+](=O)[O-])cc2OC)cc1
34	1	nt	COCC(=O)N(C)C[C@H]1N[C@@](C)(C(=O)OC)[C@H]2C(=O)N(C)C(=O)[C@@H]12
35	2	-0.9	O=S(=O)(c1ccccc1C(F)(F)F)N1CCN(S(=O)(=O)c2ccccc2C(F)(F)F)CC1
36	10	-0.3	Cc1c(Cl)c([N+](=O)[O-])nn1CCCC(=O)N1CCN(c2ccccc2)CC1
37	14	-2.5	CCn1c(SCc2nc3ccccc3[nH]2)nnc1-c1ccccc1OC
38	2	0.2	CN(C)c1ccc(C(CNC(=O)c2ccc(-c3ccccc3)cc2)N2CCOCC2)cc1 (stereo unspecified)
39	17	6.7	COc1ccc(S(=O)(=O)N2CCCCC2)cc1NC(=O)CCc1nc2ccccc2c(=O)[nH]1
40	9	-0.2	O=C(Nc1cccc(F)c1)N1CC=C(n2c(=O)[nH]c3ccccc32)CC1

The results go on.
nr	OX1R antag	STK33 kinase inh	SMILES
41	20	0.1	O=C(O)CC1SC(=Nc2cccc(C(F)(F)F)c2)NC1=O (stereo unspecified)
42	15	0.5	Cc1cc(C)nc(Nc2n[nH]c(-c3ccccc3C)n2)n1
43	12	-2.1	CCCCc1nc2cc(C(=O)N3CCCC(COC)C3)ccc2o1 (stereo unspecified)
44	7	-1.3	COC(=O)c1ccccc1NC(=O)CSc1nc(C)cc(C)n1
45	16	-0.4	O=c1ccc(NS(=O)(=O)c2ccccc2)cn1Cc1ccc(Cl)c(Cl)c1
46	2	1.3	CCc1ccccc1NC(=O)CCNS(=O)(=O)c1ccc2c(c1)CCC(=O)N2
47	15	-1.4	O=C(Nc1cc(C(F)(F)F)ccc1Cl)C(Sc1nnc(-c2cccs2)o1)c1ccccc1 (stereo unspecified)
48	-1	0.7	Cc1c(C(=O)Nc2ccccc2F)sc2ncn(CC(=O)N3CCOCC3)c(=O)c12
49	18	-0.7	Cc1cc(Cl)ccc1OCCCC(=O)N1CCN(C)CC1
50	nt	-0.2	COc1cccc(C(=O)Nc2nnc(-c3ccccc3)s2)c1
51	1	-0.8	CN(Cc1ccccc1)Cc1ccccc1F
52	28	-1.0	CCCOc1ccccc1C1NC(=O)NC(C)=C1C(=O)OCCOC(C)C (stereo unspecified)
53	13	0.2	Cn1c(=O)c2c(ncn2CCCc2ccccc2)n(C)c1=O
54	4	-1.4	COc1ccccc1NC(=O)CSc1ccc2nnc(-c3ccccn3)n2n1
55	17	-3.0	Cc1cccc(N2CCN(S(=O)(=O)c3c(C)[nH]c(C)c3C(=O)N3CCCC3)CC2C)c1 (stereo unspecified)
56	4	-1.7	O=C(NCC1CCCO1)c1ccccc1NS(=O)(=O)c1ccc(F)cc1 (stereo unspecified)
57	17	-0.2	CCc1ccccc1NC(=O)CSc1nc2ccccc2n1CC(=O)N1CCCC1
58	7	-0.2	COc1ccc(NS(=O)(=O)c2ccc(N)cc2)nn1
59	-1	1.0	O=C(CCn1c(=O)oc2ccccc21)Nc1cccc(Cl)c1
60	26	-2.1	CC(C)N(CCNC(=O)c1nn(Cc2ccccc2)c(=O)c2ccccc12)C(C)C

Some of these compounds in order of length of the SMILES, falling.
nr	OX1R antag	STK33 kinase inh	SMILES
47	15	-1.4	O=C(Nc1cc(C(F)(F)F)ccc1Cl)C(Sc1nnc(-c2cccs2)o1)c1ccccc1 (stereo unspecified)
45	16	-0.4	O=c1ccc(NS(=O)(=O)c2ccccc2)cn1Cc1ccc(Cl)c(Cl)c1
54	4	-1.4	COc1ccccc1NC(=O)CSc1ccc2nnc(-c3ccccn3)n2n1
59	-1	1.0	O=C(CCn1c(=O)oc2ccccc21)Nc1cccc(Cl)c1
50	nt	-0.2	COc1cccc(C(=O)Nc2nnc(-c3ccccc3)s2)c1
51	1	-0.8	CN(Cc1ccccc1)Cc1ccccc1F

Continued:
nr	OX1R antag	STK33 kinase inh	SMILES
61	17	-1.4	Cc1ccc(S(=O)(=O)N2CCCCC2)cc1C(=O)NCC1CCCO1 (stereo unspecified)
62	-3	0.2	COc1ccc(NS(=O)(=O)c2cc(NC(=O)c3sccc3C)ccc2N2CCOCC2)cc1
63	3	-0.5	CC(C)(C)c1ccc(S(=O)(=O)N2CCN(C(=O)C3=COCCO3)CC2)cc1
64	29	0.5	CCCn1c(NCc2cccs2)nc2ccccc21
65	22	2.7	Nc1nc(N)c(N=Nc2ccc(C(=O)O)cc2)c(N)n1
66	7	-2.3	COc1ccc2oc(C(=O)OCC(=O)c3ccc4c(c3)OCCO4)c(C)c2c1
67	4	-0.4	CC(C)(C)NC(=O)NC(=O)CN1CCN(Cc2ccccc2)CC1
68	39	-1.7	O=S(=O)(c1cc(Cl)ccc1Cl)N1CCN(Cc2ccco2)CC1
69	2	-1.9	COc1ccc(N2CCN(C(=O)c3ccc(CS(=O)Cc4ccc(Cl)cc4)o3)CC2)cc1 (stereo unspecified)
70	13	-0.5	CN(C)c1ccc(NC(=S)NC23CC4CC(CC(C4)C2)C3)cc1
71	55	7.4	O=C(Nn1c(SCc2ccc([N+](=O)[O-])cc2)nc2ccccc2c1=O)c1ccc(F)cc1
72	1	0.3	CCC1(CC)NC(=O)N(CC(=O)OCC(=O)Nc2cc(OC)ccc2OC)C1=O
73	14	-1.8	CC(C)(C)NC(=O)Cn1nnc(-c2ccccc2NC(=O)c2cnccn2)n1
74	-9	-1.7	N#Cc1ccccc1Sc1ccccc1C(=O)OCC(=O)NC1CCS(=O)(=O)C1 (stereo unspecified)
75	16	-2.2	COc1ccc(N(Cc2cc3ccc(C)cc3[nH]c2=O)C(C)=O)cc1
76	13	2.7	O=C(/C=C/c1ccccc1)Nc1cccnc1
77	25	-2.6	O=C(NC1CCCc2ccccc21)C1CCC(CNS(=O)(=O)c2cccc3nsnc23)CC1 (stereo unspecified)
78	55*	0.0	COc1ccc(N(CC(=O)NCCc2ccc(C)cc2)S(=O)(=O)c2c(C)noc2C)cc1
79	31	-1.7	C=C(C)CN(CC)c1ccc(N2C(=O)CCCC2=O)cc1[N+](=O)[O-]
80	10	-0.1	O=C(Cc1ccccc1)NC(NNc1ccccc1)(C(F)(F)F)C(F)(F)F

Following part:
nr	OX1R antag	STK33 kinase inh	SMILES
81	7	-0.5	COCCCNC(=S)NC1CC2CCCC(C1)N2Cc1cccs1 (stereo unspecified)
82	53	-1.7	O=C(NCc1cc([N+](=O)[O-])ccc1O)c1cc(-c2ccncc2)nc2ccccc12
83	0	-1.8	Cc1cccc(C2NC(c3cccc(C)c3)C(C)C(=O)C2C)c1 (stereo unspecified)
84	8	-1.8	Cc1cc(C(=O)N2CCN(c3ncccn3)CC2)c2cc(F)ccc2n1
85	17	-1.9	Cc1cc(C)c(NS(=O)(=O)c2ccc(NC(=O)c3cccs3)cc2)c(C)c1
86	8	-0.2	CC(=O)N1CCN(C(=O)CCc2nc3sc4c(c3c(=O)[nH]2)CCCC4)CC1
87	1	-0.6	CC1CCCCN1CCCNC(=O)c1ccc(N2CCCC2=O)cc1 (stereo unspecified)
88	14	0.9	CCOc1ccccc1N1CCN(CC(=O)NC(=O)NCc2ccco2)CC1
89	30	-0.6	COc1ccc(C(=O)Nc2nnc(SCC(=O)NCc3ccco3)s2)cc1OC
90	17	-1.5	CCOC(=O)C1CCCN(CCC(=O)Nc2cc(C)cc(C)c2)C1 (stereo unspecified)
91	19	0.7	Cc1ccccc1N=C1SCC(=O)N1Cc1ccccc1
92	31	-2.2	CCC(=O)Nc1cccc(-c2ccc(N3CCN(C)CC3)nn2)c1
93	16	-1.2	CC1CCCCN1C(=O)CSc1nc(-c2ccccc2)cc(=O)[nH]1 (stereo unspecified)
94	10	-1.6	COC(=O)/C=C/c1ccc2c(c1)OCO2
95	8	0.4	O=C(NCc1cccc(F)c1)c1cccc2c1C(=O)c1ccc(N3CCOCC3)cc1S2(=O)=O
96	13	-0.5	N#Cc1c(N2C(=O)Nc3ccccc3N2O)sc2c1CCCC2
97	12	0.6	Nc1nc(Nc2ccccc2)nc(C(F)(F)F)n1
98	174*	0.6	O=C1c2ccc(-c3ccc4c(c3)C(=O)N(CCO)C4=O)cc2C(=O)N1CCO
99	11	0.1	Cc1ccc(CNC(=O)Cn2c(=O)c3sccc3n(Cc3cccc([N+](=O)[O-])c3)c2=O)cc1
100	4	-1.1	CCS(=O)(=O)N1CCC(C(=O)Oc2ccccc2)CC1

Printed as active in OX1R antag, among the entries above:
nr	OX1R antag	STK33 kinase inh	SMILES
78	55*	0.0	COc1ccc(N(CC(=O)NCCc2ccc(C)cc2)S(=O)(=O)c2c(C)noc2C)cc1
98	174*	0.6	O=C1c2ccc(-c3ccc4c(c3)C(=O)N(CCO)C4=O)cc2C(=O)N1CCO

Next section.
nr	OX1R antag	STK33 kinase inh	SMILES
101	1	-0.9	CCOC(=O)[C@@H]1[C@H]2COc3ccccc3[C@H]2N2C(=O)N(c3ccc(Br)cc3)C(=O)[C@]12C
102	-3	-0.3	Cc1ccccc1NC(=S)NC(C)C(c1ccccc1)N1CCN(C)CC1 (stereo unspecified)
103	17	-2.2	CC(C)=C1SC(N2CCN(c3cccc(Cl)c3)CC2)=NC1=O
104	6	0.0	Cc1nc(Nc2ccccc2F)c2oc3ccccc3c2n1
105	30	-0.3	COc1ccc(S(=O)(=O)N2CCN=C2SCc2cccc(C)c2)cc1
106	8	-0.3	O=C(COC(=O)C1=NN(c2ccccc2)C(=O)CC1)Nc1nc(-c2ccc(F)cc2)cs1
107	4	nt	O=C(O)Cc1ccc(-c2ccccc2)cc1
108	23	-0.2	CCOc1ccc(C(=O)Nc2ccc(N3CCCC3)cc2)cc1
109	15	-0.5	CC(c1nc2ccccc2c(=O)[nH]1)N1CCCN(S(=O)(=O)c2ccc(F)cc2)CC1 (stereo unspecified)
110	-10	0.9	Cc1cc(C(=O)O)ccc1NCc1ccncc1
111	23	-0.3	O=c1c2[nH]c3ccc(Br)cc3c2ncn1CCCn1ccnc1
112	5	-1.4	COc1cc(/C=N/N2C(=O)c3ccccc3C2=O)ccc1O

High-throughput results (PubChem BioAssay)
